Assay outcomes as filed in PubChem BioAssay.
GAA glycogen mod: qHTS Assay for Inhibitors and Activators of Human alpha-Glucosidase Cleavage of Glycogen. Lysosomal alpha-glucosidase (Homo sapiens), P10253. recombinant GAA, glycogen substrate, Amplex Red glucose oxidase fluorescence. Potency, µM (doses to about 76.4 µM), without a hit: top-dose activity change, negative = inhibition, hits mostly inhibitors. hit rate 0.38% among 300,000. AID 2100, 2009;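 further: 0% = full enzyme reaction and -100% = no-enzyme basal signal; the screen sought inhibitors and activators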
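Recombinant human enzyme (4 nM); glycogen substrate; 37 C, 40 min, pH 5.0. Readout: coupled glucose oxidase/Amplex Red fluorescence.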
L3MBTL1 block: qHTS Assay for the Inhibitors of L3MBTL1. AID 485360, 2010. AlphaScreen L3MBTL1–H3K9me1 peptide binding. hit rate 0.66% among 230,000. Lethal(3)malignant brain tumor-like protein 1 (Homo sapiens), Q9Y468. Potency, µM (titrated, usually from 57.1 µM), inactives show at the highest dose activity, negative = inhibition, actives largely listed as inhibitors; further: nearly all actives have a fitted effect of over 60% in size
Target sequence (Q9Y468 whole entry, looked up): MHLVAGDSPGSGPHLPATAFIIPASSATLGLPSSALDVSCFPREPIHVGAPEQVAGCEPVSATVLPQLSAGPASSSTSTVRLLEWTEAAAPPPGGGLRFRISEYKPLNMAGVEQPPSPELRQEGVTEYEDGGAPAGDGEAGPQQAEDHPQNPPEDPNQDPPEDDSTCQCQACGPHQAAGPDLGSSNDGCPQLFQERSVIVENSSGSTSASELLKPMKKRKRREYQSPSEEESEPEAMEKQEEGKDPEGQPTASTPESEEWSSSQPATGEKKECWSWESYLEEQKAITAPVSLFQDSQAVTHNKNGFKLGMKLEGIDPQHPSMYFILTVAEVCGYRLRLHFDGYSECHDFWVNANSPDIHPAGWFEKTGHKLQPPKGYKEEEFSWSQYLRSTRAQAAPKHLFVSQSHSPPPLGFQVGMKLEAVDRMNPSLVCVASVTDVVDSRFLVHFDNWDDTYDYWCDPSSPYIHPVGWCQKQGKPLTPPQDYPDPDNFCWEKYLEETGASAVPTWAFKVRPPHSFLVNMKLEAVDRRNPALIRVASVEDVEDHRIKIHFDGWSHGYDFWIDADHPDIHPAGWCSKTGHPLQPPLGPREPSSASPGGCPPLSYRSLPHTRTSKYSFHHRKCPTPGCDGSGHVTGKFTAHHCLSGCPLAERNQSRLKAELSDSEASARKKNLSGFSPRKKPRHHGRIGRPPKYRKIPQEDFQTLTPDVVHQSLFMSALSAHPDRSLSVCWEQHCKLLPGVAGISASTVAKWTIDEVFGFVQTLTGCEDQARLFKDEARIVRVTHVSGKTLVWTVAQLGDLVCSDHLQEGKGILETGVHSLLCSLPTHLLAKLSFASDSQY
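Displacement of a biotinylated histone H3(1-15) peptide monomethylated at Lys9 (75 nM) from L3MBTL1 (50 nM) was measured by AlphaScreen after a 30 min room-temperature compound incubation; cefsulodin titration served as intraplate control.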
GoLoco inh red: qHTS Assay for Inhibitors of RGS12 GoLoco Motif Activity (Red Fluorophore); Potency, µM (series often up to 61.6 µM), without a hit: at the highest dose activity, negative = inhibition, hits mostly inhibitors; Gai1:RGS12 GoLoco peptide FP, rhodamine, 10 min; hit rate 0.44% among 230,000; Guanine nucleotide-binding protein G(i) subunit alpha-1 (Homo sapiens), P63096; AID 880, 2007; active means well fitted inhibition curve with a large enough effect, not every such curve was filed as active; inactive means no such curve, though single readings can be large or run the other way; further: nearly all actives have a fitted effect of over 30% in size; many of its hits are not listed in these tables
aGlu spleen mod: qHTS Assay for Inhibitors and Activators of Human alpha-Glucosidase From Spleen Homogenate; Lysosomal alpha-glucosidase (Homo sapiens), P10253; human spleen homogenate, 4-MU-alpha-glucoside fluorescence; Potency, µM (series often up to 79.9 µM), inactives show at the top dose activity change, negative = inhibition, usual class: inhibitors; hit rate 0.006% among 240,000; AID 2112, 2009;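 further: 0% = enzyme with vehicle and -100% = no enzyme basal signal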
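Compounds were titrated against alpha-glucosidase in spleen homogenate at pH 5.0, with 1 mM 4-methylumbelliferyl substrate for 40 min at 37 C. Reactions were quenched with pH 10 NaOH/glycine and fluorescence measured.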
TR SRC2 fluor cs: Total Fluorescence Counterscreen for Inhibitors of the Interaction of Thyroid Hormone Receptor and Steroid Receptor Coregulator 2 | TRb/SRC2 Texas Red total fluorescence interference | Potency, µM (series often up to 106 µM), for inactives: top-dose fluorescence change, negative = quenching | hit rate 0.29% among 280,000; active means well fitted curve in either direction with a large enough effect; inconclusive means small, poorly fitted or top-dose-only effect
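Human TRb ligand-binding domain at 0.6 uM with 20 nM Texas Red SRC2 peptide in Tris buffer containing 1 uM T3 and 5% DMSO, incubated with compound 5 h at ambient temperature. Total fluorescence (555/632 nm) calculated as parallel + 2 × perpendicular.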
RECQ1 helicase: qHTS Assay for Inhibitors of RecQ-Like Dna Helicase 1 (RECQ1); ATP-dependent DNA helicase Q1 (Homo sapiens), P46063; RECQ1 DNA unwinding, red fluorescence kinetic read; Potency, µM (doses to about 57.3 µM), without a hit: top-dose activity, negative = inhibition, most hits filed as inhibitors; hit rate 0.54% among 240,000;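 further: plate controls were vehicle for no effect and no enzyme for full effect; nearly all actives have a fitted effect of over 30% in size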
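RECQ1T1 50 nM; forked duplex (20 bp + 30-nt ss tails) 200 nM, ATP 2 mM final; pH 8.0, 2 mM MgCl2, 2.5 ug/ml poly(dI-dC); 15 min compound preincubation; discontinuous kinetic read over 2 h at RT.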
GAA inh: qHTS Assay for Inhibitors of Human alpha-Glucosidase as a Potential Chaperone Treatment of Pompe Disease. Lysosomal alpha-glucosidase (Homo sapiens), P10253. purified human GAA, 4-MU-alpha-glucoside fluorescence. Potency, µM (top dose mostly 76.9 µM), without a hit: top-dose activity change, negative = inhibition, hits mostly inhibitors. hit rate 0.005% among 200,000. AID 1466, 2008;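 further: plate controls were uninhibited enzyme wells for no effect and no-enzyme background for full effect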
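Read-out is 4-methylumbelliferone fluorescence (Ex 365/Em 440 nm) after NaOH/glycine stop at pH 10. Enzyme 4 nM, substrate 400 uM, pH 5.0 citrate buffer, 20 min room temperature; AC50 from Hill-equation concentration-response.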
TRb SRC2 PPI: qHTS for Inhibitors of the Interaction of Thyroid Hormone Receptor and Steroid Receptor Coregulator 2; Thyroid hormone receptor beta (Homo sapiens), P10828; Potency, µM (top dose mostly 106 µM), inactives show top-dose activity change, negative = inhibition, hits mostly inhibitors; TRbeta-SRC2 peptide binding, fluorescence polarization; receptor liganded with 1 µM T3; hit rate 0.065% among 280,000;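 further: plate controls were bound peptide for no effect and peptide without receptor for full effect; nearly all actives have a fitted effect of over 50% in size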
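Fluorescence polarization of 20 nM Texas Red SRC2 peptide with 0.6 uM human TRb ligand-binding domain, in Tris buffer with 1uM T3 and 5% DMSO. Incubated 5 hr ambient; normalized to unbound and bound controls.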
An asterisk follows results filed as active; i = inactive; u = inconclusive; x = not tested or not shown; [ ] = another dose, or the depositor's remark. Unless noted, the call rests on the fitted dose curve; in most records, active means well fitted curve in the direction sought with a large enough effect; inconclusive means small, poorly fitted or top-dose-only effect, or another doubt; inactive means no such curve, though single readings can be large; an effect the other way counts as inactive or inconclusive. Unless noted, on the % scale 0 is the no-effect control and ±100 the full control effect; potency means the concentration at half of the fitted maximal effect. Some of the compounds tested; rates above refer to the full screens.

SMILES	GAA glycogen mod	L3MBTL1 block	GoLoco inh red	aGlu spleen mod	TR SRC2 fluor cs	RECQ1 helicase	GAA inh	TRb SRC2 PPI
Cc1cc(/C=N/n2cnnc2)c(O)c([N+](=O)[O-])c1	-3.9%	-10.0%	10.2%	-9.8%	-8.8%	-11.0%	-7.4%	-0.8%
CC[C@H](C)[C@H](NC(=O)[C@H](CC(C)C)NC(=O)[C@@H](N)CO)C(=O)NCC(=O)N[C@@H](CCCN=C(N)N)C(=O)N[C@@H](CC(C)C)C(=O)O	x	x	x	6.6%	2.3%	5.9%	x	0.5%
CC(C)=CCC/C(C)=C/CO/N=C1/C[C@@H](O)[C@@H](O)[C@@H]2[C@@H]3C(=O)N(C[C@@H]4CCCO4)C(=O)[C@H]3CC[C@@H]12	x	x	x	6.3%[17.4 µM]	0.8%[11.2 µM]	i[11.5 µM]	x	-2.8%[11.2 µM]
CCOC(=O)c1cnc2c(OC)cccc2c1N1CCN(c2ccccn2)CC1	2.4%	-18.7%	-0.6%	1.9%	-1.7%	i	5.0%	1.6%
COc1ccc(C2CC(c3ccc(Br)cc3)=NN2C(=O)CSC2=NCCS2)cc1 (stereo not drawn)	-8.3%	-10.2%	4.9%	11.1%	0.7%	-12.7%	-1.0%	-7.9%
O=C(NCc1ccco1)c1ccc2c(c1)CCO2	5.5%	-10.5%	-1.6%	-2.6%	-2.7%	-1.5%	x	-10.0%
O=C(Nc1ccc(F)c(F)c1)NC1CCCCC1	0.7%	2.7%	-2.5%	1.3%	0.5%	-2.6%	-3.4%	-1.5%
Cc1ccnc(SCC(=O)Nc2sc3c(c2C#N)CCC(C(C)(C)C)C3)n1 (stereo not drawn)	6.6%	x	5.9%	1.0%	-3.3%	-3.7%	-2.8%	-1.7%
CCC1C(=O)N(c2nc(C)cc(C)n2)N=C1C (stereo not drawn)	5.5%	x	-4.4%	-5.2%	-4.2%	-7.0%	1.2%	1.5%
CC(C)N(CCn1c(SCC(=O)N2CC(=O)Nc3ccccc32)nc2ccccc2c1=O)C(C)C	4.9%	x	1.7%	-5.8%	-5.1%	5.3%	u	-2.0%
CC(=O)c1cccc(NC(=S)NNC(=O)c2ccc(C)c([N+](=O)[O-])c2)c1	u	3.7%	17.9%	-1.0%	-0.3%	i	4.7%	-0.6%
O=C(N/N=C/c1ccc([N+](=O)[O-])s1)c1ccncc1	11.0%	-15.8%	x	-5.0%	-7.2%	1.2%	-1.2%	-1.1%
O=S(=O)(Nc1ncnc2sc3c(c12)CCC3)c1ccc2ccccc2c1	-12.1%	x	0.7%	3.4%	-9.9%	i	-0.7%	-6.0%
COc1ccc(-c2cc(C(=O)N3CCCCC3)no2)cc1OC	4.2%	4.9%	3.6%	4.7%	-2.2%	-6.0%	8.1%	-5.7%
CC(C)Oc1ccc(CC2CC(=O)NC2=O)cc1 (stereo not drawn)	2.7%	10.6%	2.4%	-5.0%	-1.2%	i	-5.9%	0.3%
CCOC(=O)Cc1csc(NC(=O)c2ccc(S(=O)(=O)N(CCOC)CCOC)cc2)n1	9.0%	x	1.5%	-2.1%	-1.8%	-3.1%	0.0%	5.0%
CCCCCSc1nc2c(c(=O)[nH]c(=O)n2C)n1C	6.3%	x	2.4%	3.8%	1.9%	-3.4%	1.3%	4.2%
Cc1ccc(C(=O)Cn2nnc3ccccc32)cc1[N+](=O)[O-]	0.2%	-5.9%	9.5%	-4.6%	-2.2%	-5.4%	x	1.9%
O=C(Nc1ccc2c(c1)OCO2)N1CCN(c2ccc(F)cc2)CC1	-25.7%	-14.0%	10.4%	-4.6%	-0.6%	i	9.0%	-7.7%
COc1cccc(CNCc2cccnc2)c1OCc1ccccc1	5.4%	-0.9%	-1.0%	-2.1%	-2.1%[53 µM]	i	-0.5%	1.7%[53 µM]
CC(C)NC(=O)COc1ncnc2sccc12	4.9%	3.9%	4.7%	-4.8%	-0.5%	-2.7%	1.6%	6.3%
CC(C(=O)Nc1nncs1)N1C(=O)C2C3C=CC(C3)C2C1=O (stereo not drawn)	-13.1%	-2.0%	7.1%	-7.5%	-0.5%	-0.8%	1.3%	-6.0%
O=C(Nc1cccnc1)c1ccc(-c2ccc(Cl)cc2)o1	-6.0%	x	5.1%	-6.7%	-2.4%	6.0%	-4.0%	-2.8%
COc1ccc(Cl)cc1C(=O)CSc1nnnn1C1CCCC1	-12.6%	15.9%	x	-1.9%	-3.8%	-23.0%	-1.1%	-7.1%
Nc1n[nH]c(-c2ccc(F)cc2)n1	-22.8%	-2.8%	-1.1%	1.7%	-4.8%	-1.9%	-1.9%	-4.5%
CCC(CCC(=O)Nc1ccc(S(N)(=O)=O)cc1)C(=O)O (stereo not drawn)	10.1%	2.4%	-2.8%	-3.8%	-3.7%	1.0%	2.8%	-11.9%
Cc1ccc2c(c1)COc1c3ccc(C(=O)NCCO)cc3nn1-2	6.0%	x	20.5%	7.6%	-8.2%	i	x	-0.2%
Cc1cccc(C(=O)Nc2nnc(-c3ccco3)o2)c1	-4.1%	3.7%	26.6%	1.3%	9.2%	-1.2%	-2.6%	1.1%
O=C(Cn1c(NCCO)nc2ccccc21)N1CCN(Cc2ccccc2)CC1	9.4%	3.6%	5.7%	-2.1%	0.6%	-4.7%	5.4%	3.7%
O=C(c1ccco1)N1CCN(C(=O)C2CC(c3ccc(F)cc3)=NO2)CC1 (stereo not drawn)	11.2%	1.6%	-7.3%	-6.3%	-1.8%	-2.4%	4.2%	6.1%
Cc1cccc(C)c1NC(=O)COC(=O)c1cccnc1	-10.4%	0.4%	23.3%	-2.2%	0.0%	-2.7%	-3.9%	3.8%
C=CCOC(=O)NC(c1ccc(F)c(F)c1)C(C(C)=O)C(=O)OC (stereo not drawn)	x	x	-1.7%	6.5%	-2.6%	7.2%	x	-1.4%
Cn1c(-c2ccccc2)n[nH]c1=S	-18.4%	7.9%	3.8%	5.0%	1.0%	2.3%	2.2%	-3.8%
CCC(C)C(NC(=O)C(Cc1ccc(O)cc1)NC(=O)C(N)C(C)C)C(=O)NC(Cc1cnc[nH]1)C(=O)N1CCCC1C(=O)NC(Cc1ccccc1)C(=O)O (stereo not drawn)	x	x	x	4.4%	u	-6.8%	x	-9.8%
COCCCNC(=O)C(=O)N/N=C/c1cc2c(cc1Br)OCO2	23.4%	-5.5%	18.5%	2.3%	-1.6%	u	11.5%	3.2%
O=C1OC(O)C(C(Cl)Cl)=C1Cl (stereo not drawn)	x	x	-0.2%	-6.0%	-3.1%	-20.3%	x	1.3%
CC(=O)Oc1c(C)cc(OCC(O)CNC(C)C)c(C)c1C (stereo not drawn)	x	x	13.5%	1.6%	0.7%	-1.0%	x	-1.0%
Cc1c(CCOC(=O)c2ccccc2)sc[n+]1Cc1ccccc1	-7.3%	-0.4%	0.0%	1.3%	1.7%	11.2%	-6.5%	8.9%
O=C(CC1C(=O)NCCN1C/C=C/c1ccccc1)NCCc1cccnc1 (stereo not drawn)	-7.8%	2.1%	13.9%	4.5%	3.5%	-3.9%	u	-0.7%
COc1cc(O)oc1C=Nc1ccc(Oc2ccccc2)cc1	2.8%	-14.5%	-5.8%	-5.0%	-1.1%	-1.6%	u	-3.3%
Cc1nc2ccccc2c(=O)n1CCN1CCOCC1	8.8%	x	6.3%	u	1.1%	-6.0%	0.9%	-9.9%
CC(=O)NS(=O)(=O)c1ccc(NC(=O)C(Sc2ccccc2)c2ccccc2)cc1 (stereo not drawn)	-0.3%	8.4%	-7.0%	-0.6%	-1.3%	-1.5%	-2.5%	7.6%
BrC(/C=N/Nc1nc(N2CCOCC2)nc(N2CCOCC2)n1)=C/c1ccccc1	-0.1%	0.0%	8.8%	-4.6%	1.3%	-8.2%	-7.5%	-14.9%
CCOc1ccccc1C(=O)NC(C(=O)OCC(=O)Nc1nnc(-c2ccccc2)o1)C(C)C (stereo not drawn)	-22.0%	-10.4%	19.4%	-7.9%	1.0%	10.8%	-6.4%	-19.5%
O=C(O)c1cccc(NC(CNS(=O)(=O)c2ccc(Cl)cc2)c2ccccc2)c1 (stereo not drawn)	4.5%	-23.4%	7.6%	1.0%	-2.5%	-1.2%	u	-0.8%
Cc1ccc(/C=C2/CCc3c([nH]c4ccccc34)C2=O)cc1	0.5%	3.8%	0.8%	3.0%	-1.4%	-5.4%	-4.4%	7.9%
O=C(NCc1ccccc1)c1cc(S(=O)(=O)N2CCCCC2)ccc1N1CCOCC1	-0.8%	1.0%	-4.2%	-0.5%	-3.7%	-10.0%	-5.1%	4.8%

Profiles as entered above. Order of screens: GAA glycogen mod | L3MBTL1 block | GoLoco inh red | aGlu spleen mod | TR SRC2 fluor cs | RECQ1 helicase | GAA inh | TRb SRC2 PPI
CC(=O)Oc1c(C)cc(OCC(O)CNC(C)C)c(C)c1C (stereo not drawn) in the list: x | x | 13.5% | 1.6% | 0.7% | -1.0% | x | -1.0%
COc1cc(O)oc1C=Nc1ccc(Oc2ccccc2)cc1 in the list: 2.8% | -14.5% | -5.8% | -5.0% | -1.1% | -1.6% | u | -3.3%
CCC(C)C(NC(=O)C(Cc1ccc(O)cc1)NC(=O)C(N)C(C)C)C(=O)NC(Cc1cnc[nH]1)C(=O)N1CCCC1C(=O)NC(Cc1ccccc1)C(=O)O (stereo not drawn) in the list: x | x | x | 4.4% | u | -6.8% | x | -9.8%
Cc1ccc(/C=C2/CCc3c([nH]c4ccccc34)C2=O)cc1 in the list: 0.5% | 3.8% | 0.8% | 3.0% | -1.4% | -5.4% | -4.4% | 7.9%
